Dyrk1A ADPGlo: blocks rat Dyrk1A kinase activity; Q63470; 310,000 tested, 0.43% active; ADP-Glo luminescence, NFATc1 peptide; inhibition, % at 12.5 µM; in the data active means inhibition above about 50%;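 further: plate controls were vehicle with enzyme for no effect and no enzyme for full effect; many of its hits are not listed in these tables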
AI-2 QS modul: Vibrio harveyi AI-2 quorum sensing modulation | Vibrio harveyi JMH597 AI-2 luminescence/OD600 ratio, 9 h; hits give low values; strain lacks LuxN and CqsS sensors; 0 = neutral-control median | activity change, % at 7.5 µM | 300,000 tested, 0.4% active | AID 2094; in the data active means activity change below about -75%, passing the limit was not always enough; inconclusive means no clear call, values can overlap the other calls;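 further: luminescence divided by OD600 gain over 9 h not by final OD600 alone; inactives centre near 13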
HDAC3 inh: human HDAC3 inhibition; O15379; 320,000 tested, 0.15% active; recombinant HDAC3, fluorogenic peptide/trypsin coupled, fluorescence; inhibition, % at 8.3 µM; in the data active means inhibition above about 26%, passing the limit was not always enough; inconclusive means no clear call, values can overlap the other calls
Target sequence (O15379 whole entry, looked up): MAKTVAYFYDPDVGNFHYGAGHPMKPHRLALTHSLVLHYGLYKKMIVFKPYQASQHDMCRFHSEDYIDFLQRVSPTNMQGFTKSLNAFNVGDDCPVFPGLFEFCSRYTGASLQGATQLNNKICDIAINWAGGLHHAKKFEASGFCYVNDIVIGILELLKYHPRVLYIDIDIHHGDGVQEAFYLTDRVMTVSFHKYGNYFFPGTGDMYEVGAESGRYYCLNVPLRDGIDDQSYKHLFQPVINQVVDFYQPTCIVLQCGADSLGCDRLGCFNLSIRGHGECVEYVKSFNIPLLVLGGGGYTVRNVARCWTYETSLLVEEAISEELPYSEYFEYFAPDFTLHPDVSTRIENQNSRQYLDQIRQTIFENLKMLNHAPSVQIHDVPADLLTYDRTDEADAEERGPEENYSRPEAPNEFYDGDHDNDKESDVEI
HSF1 activator: increases HSF-1 driven luciferase reporter signal. NIH3T3-HGL HSF-1 luciferase reporter, MG132, 8 h; 100% = twice DMSO control signal. activation, % at 9 µM. 300,000 tested, 1.7% active. AID 504408;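 active means mean replicate activation of at least 50% with a set share of replicates each reaching 50%; inconclusive means only one of those two conditions met; inactive means mean below 50% and too few replicates reaching it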;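 further: 0% = median of the neutral control wells and 100% = twice that signal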
Platelet DG rel: platelet dense granule release activity. human platelet-rich plasma, SFLLRN dense granule ATP release, luminescence. inhibition, %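 (compounds screened at 7.5 µM in platelet-rich plasma)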. 300,000 tested, 0.22% active;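 active means mean replicate score, as percent of positive control, at or above 50; inconclusive means mean below 50 but at least one replicate at or above 50; inactive means mean and every replicate below 50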
HSP90 inh: HSP90 refolding inhibition in rabbit reticulocyte lysate | inhibition, % at 5.6 µM | 290,000 tested, 0.91% active | luciferase refolding luminescence, 3 h;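 active means inhibition above the screen-wide mean plus 3 SD, computed separately per campaign, cut at about 16% in these data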;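 further: 0% = DMSO wells and 100% = 60 µM geldanamycin wells; inhibitors lower the luminescence because luciferase stays unfolded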
PolyA inhibitor: inhibitors of polyadenylation in S. cerevisiae; S. cerevisiae SKY197-pL101 polyadenylation reporter, beta-gal luminescence; efflux-impaired pdr1/pdr3 knockout yeast; score 100 = 6 SD above DMSO; calls only at 12 µM; 300,000 tested, 0.02% active; AID 1875;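 active means lowest replicate activity score at least 50, where 100 means six control SD above control mean; inconclusive means lowest score under 50 but half or more replicates reach 50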;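 further: yeast exposed to compound for 9 h at 30 °C; higher score means more reporter readthrough which indicates perturbed polyadenylation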
GSK3beta inhib: blocks human GSK3beta kinase activity; P49841; GST-GSK3beta kinase, ADP-Glo luminescence, 60 min; hits give low values; activity score (negative = inhibition), % at 10 µM; 300,000 tested, 0.038% active; AID 2097;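 active means more than half of replicate wells score below -50%, meaning over 50% inhibition versus plate controls; inconclusive means some replicates but at most half score below -50%; inactive means no replicate scores below -50%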;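 further: 0% = median DMSO wells and -100% = median GW8510 positive control wells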
Target sequence (P49841 whole entry, looked up): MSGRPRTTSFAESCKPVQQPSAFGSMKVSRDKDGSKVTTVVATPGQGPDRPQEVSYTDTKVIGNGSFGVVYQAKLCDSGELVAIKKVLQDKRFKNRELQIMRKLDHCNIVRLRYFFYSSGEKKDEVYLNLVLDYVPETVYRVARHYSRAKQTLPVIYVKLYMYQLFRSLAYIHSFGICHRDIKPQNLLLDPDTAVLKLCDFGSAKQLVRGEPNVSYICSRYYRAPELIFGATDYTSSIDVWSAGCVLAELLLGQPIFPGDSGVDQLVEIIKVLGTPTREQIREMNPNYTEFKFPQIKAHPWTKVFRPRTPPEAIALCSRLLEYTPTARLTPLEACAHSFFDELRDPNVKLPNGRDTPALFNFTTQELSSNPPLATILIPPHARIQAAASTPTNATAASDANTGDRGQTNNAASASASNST
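Test system: GST-tagged human GSK3beta kinase, cell-free; evaluation: activity score scaled between in-plate DMSO and GW8510 controls; measured by: ADP-Glo luminescence; incubation: 60 min reaction, RT; benchmarks: DMSO and 20 µM GW8510; reagent: peptide substrate plus 25 µM ATP (final); medium: Tris/MgCl2 kinase buffer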
HSF1 inh: HSF1 inhibition; NIH3T3-HGL HSE-luciferase, MG132-induced, luminescence 8 h; hits give low values; activity change, negative = inhibition, % at 7.5 µM (by protocol); 300,000 tested, 0.77% active;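 active means more than half of replicate wells show activity change below -50%, luminescence cut by over half; inconclusive means some wells, but at most half, below -50%; inactive means no replicate well below -50%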;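 further: luciferase reports HSF-1 transcriptional activity via heat shock element; 0% = median of DMSO wells and -100% = zero luminescence signal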
GSK3 alpha inh: human GSK-3 alpha kinase inhibition | ADP-Glo luminescence, 60 min | inhibition, % at 10 µM | 320,000 tested, 0.1% active | AID 2650;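 in the data active means inhibition above about 50%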;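 further: GST-tagged GSK-3 alpha with peptide substrate and 25 µM ATP; 0% = DMSO neutral wells and 100% = GW8510 positive control wells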
The depositor's hits bear a star; i = inactive; u = inconclusive; x = no result given. A portion of the library, so the mix of outcomes need not match the whole.

Every second line gives: GSK3 alpha inh, HSF1 activator, HDAC3 inh, Platelet DG rel, AI-2 QS modul, Dyrk1A ADPGlo, HSF1 inh, PolyA inhibitor, HSP90 inh, GSK3beta inhib
COc1cccc(C2c3[nH]c4ccccc4c3C[C@H]3C(=O)N(C)CC(=O)N23)c1 (some centres undefined)
  -1, 12, 2, -5, 12, -1, 5, i, -3, -4
O=C(c1cccn2c(=O)c3cc4ccccc4cc3nc12)N1CCN(c2ccccc2)CC1
  -1, 20, 1, 0, 10, x, 1, i, 0, 7
CN(O)/C=N/C(=S)Nc1ccc(Cl)cc1Cl
  2, -8, -1, 1, 1, 8, -8, i, -3, -2
COc1cc(/C=N/NC(=O)c2ccc(COc3cc(C)ccc3C(C)C)cc2)cc(OC)c1O
  -1, -23, 7, 1, 25, -9, -10, i, 2, 4
O=C(Nc1c2c(nn1-c1ccccc1)CS(=O)C2)c1ccc(S(=O)(=O)N2CCOCC2)cc1 (centres undefined)
  -1, -24, -1, -8, 2, 0, -5, i, 3, 1
CC(=O)N1CCN(C(=O)CCc2nnc(CCCCc3ccccc3)o2)CC1
  -2, x, -5, 5, 12, 2, x, i, -1, -3
CCCNC(=O)c1cccc(C(F)(F)F)c1
  -2, 10, 9, -3, 0, 1, -3, i, 0, 2
CC(NS(=O)(=O)c1ccccc1)c1n[nH]c(=S)n1-c1ccccc1 (centres undefined)
  -1, 8, -2, 4, 32, -5, -7, i, -5, 3
O=C1/C(=C/c2ccco2)SC(=S)N1C1CCS(=O)(=O)C1 (centres undefined)
  0, -10, x, -21, 26, 0, -11, i, 0, 0
CCN1C(=O)/C(=C2/C=Cc3ccccc3N2C)OC1=S
  -1, 29, -3, 12, 9, 16, 15, i, 3, 1
NCCCCCc1nnc(SCc2cccc(Cl)c2)o1
  -3, 3, u, 8, 15, 3, 4, i, -4, 1
Cc1noc(C)c1CSc1nc2cc(S(=O)(=O)N3CCOCC3)ccc2o1
  x, -3, x, 4, 33, 5, -2, i, 2, 3
Cc1cccc(NC(=O)c2cc([N+](=O)[O-])ccc2NC2CCCCC2)c1
  -2, 7, -7, 3, 7, 1, 2, i, 5, 5
Cc1cc(/C=N/n2cnnc2)c(C)n1-c1cc(Cl)ccc1Cl
  0, -12, 1, -4, 20, 7, -5, i, -1, 1
N#CC(c1nc2ccccc2nc1OCCO)S(=O)(=O)c1ccccc1 (centres undefined)
  -3, -2, -2, -2, 27, -6, -6, i, 0, 0
CCc1ccc(NC(=O)c2ccccc2NC(=O)C2CCCO2)cc1 (centres undefined)
  x, 11, -2, 3, 29, -2, 17, i, -4, -2
CCN(C(=O)CCS(=O)(=O)c1cc2c(cc1Cl)NC(=O)CO2)c1ccccc1
  -5, -6, -8, 7, 7, -4, -4, i, -2, 3
COc1ccc(-c2nc(C#N)c(NCc3ccco3)o2)cc1
  -1, 25, -36, -1, 19, 4, 16, i, -2, -3
CCN(c1ccccc1)S(=O)(=O)c1ccc(C(=O)N(CCN(C)C)c2nc3c(F)cc(F)cc3s2)cc1
  2, 1, 8, -1, 15, x, -3, i, -2, 3
COc1ccccc1NCCC(=O)OCC(=O)NC1CCCC(C)C1C (centres undefined)
  -1, 8, -1, 1, 22, -4, -2, i, 1, -2
CCn1c(C)nnc1SCC(=O)Nc1ccccc1Cl
  0, 1, 1, 2, 19, 12, -4, i, 0, 5
C=CCn1c(SCC(=O)N(C)C2CCS(=O)(=O)C2)nnc1-c1ccccc1 (centres undefined)
  -2, -9, x, 6, 9, -2, -4, i, x, 1
CSCCC(NC(=O)c1ccccc1Br)C(=O)NCCCn1nc(C)cc1C (centres undefined)
  -2, -4, x, 3, 11, 5, 0, i, x, 1
COC(=O)Cc1ccc(O)c(N)c1
  1, -4, -2, 4, 10, -2, 0, i, 15, 3
CCc1ccc(NC(=O)N(C2CCC(C)CC2)C2CCN(C(C)=O)CC2)cc1 (centres undefined)
  4, 2, -2, -2, 2, -10, 9, i, -2, 1
O=C(NCc1ccccc1)C12CN(Cc3ccccc3)CC1C(c1cccc([N+](=O)[O-])c1)=NO2 (centres undefined)
  -3, -5, 2, 3, 4, 3, 3, i, -3, 2
CCOc1cc(N2CCOCC2)c(OCC)cc1NC(=O)c1ccc(S(C)(=O)=O)cc1
  -3, 7, -7, -5, 6, 7, -6, i, -2, 2
Cc1c(NC(=O)OCCNC(=O)COc2ccc(Cl)cc2Cl)sc(=S)n1C
  0, 8, 5, 16, 16, -4, 6, i, 0, 4
COc1ccc(C(=O)c2oc3ccccc3c2NC(C)=O)cc1
  1, -5, 0, -3, 11, 0, -5, i, 0, -3
CC(C)N1C(=O)CCC1C(=O)NCc1ccc(F)cc1Cl (centres undefined)
  3, 2, 0, -11, -10, 1, -6, i, -5, 1
CC1(C)Cc2c(sc3nc(SCC(=O)O)nc(N)c23)CO1
  1, -8, 7, -3, 24, 6, -1, i, -3, 2
Cc1ccc(S(=O)c2ccc(C)cc2)cc1
  -3, 18, 16, -6, 9, -4, -1, i, 0, -1
Cc1ccc(CNC(=O)C2CCN(c3nc(C)cc(C)n3)CC2)cc1
  4, 13, 0, 2, 12, -5, -8, x, x, -8
O=C(Nc1nc2ccccc2s1)c1ccc(N2CCCCC2)c([N+](=O)[O-])c1
  0, -33, 4, 8, 32, -7, -22, i, 13, 1
CC(=O)N1CCN(c2ccc([N+](=O)[O-])c(NCc3cccnc3)c2)CC1
  6, -3, 0, 9, -7, x, -4, i, 0, 2
Cc1onc(-c2ccccc2Cl)c1C(=O)NC(=S)NCCc1ccccc1
  -6, 25, 2, -8, 26, 4, 10, i, 1, -2
O=C1c2ccccc2C(O)(Cc2ccccc2)N1CCCN1CCOCC1 (centres undefined)
  -2, -14, -2, 9, 7, 6, -2, i, -3, 2
CCOc1ccc(CCNC(=O)c2ccc3c(=O)n4c(nc3c2)CCCCC4)cc1
  2, -5, 3, 8, 8, 2, -2, i, -6, 5
O=C(CSc1nc2ccc([N+](=O)[O-])cc2[nH]1)NCCc1ccccc1
  0, 27, 1, 0, 15, 20, 11, i, 0, -1
Cc1cc2c(nn1)CCC/C2=N\O
  3, 10, 2, 1, 15, 7, -5, i, -1, -4
O=C(NCc1cccs1)c1ccccc1
  1, 3, -4, 7, 9, -4, -4, i, 0, 0
CCC(=O)OC1(C)C(=O)C=C2C=C(CCCC(=O)OC)OC=C2C1=O (centres undefined)
  2, 7, -3, 6, 18, -3, -2, x, x, 2
Cc1nn(-c2ccccc2)c(=O)c2ccccc12
  -1, 8, 0, -24, 8, x, 0, i, -2, 2
Nc1ncnc(N2CCOCC2)c1N
  -1, -4, 2, -1, 10, 1, 7, i, 3, 1
COCC(=O)O[C@]1(CCN(C)CCCc2nc3ccccc3[nH]2)CCc2cc(F)ccc2[C@@H]1C(C)C
  5, 9, 2, -2, 18, 2, 4, i, x, -2
CC(C)(C)OC(=O)N1CCC(c2c(C(=O)N3CCN(C4CCCCC4)CC3)cnn2-c2ccccc2)CC1
  -1, -6, 5, 1, 6, 1, -4, i, 2, x
O=C(NCN1CCCCC1)c1cnccn1
  -1, -13, -8, -10, 29, -8, -5, i, 1, -3
CCN(c1ccccc1)S(=O)(=O)c1ccc(C(=O)N2CC(C)CC(C)C2)cc1 (centres undefined)
  -1, -3, 2, 15, -27, 2, -4, i, x, 3
CCOc1ccc(N(CC(=O)NCc2ccc(OC)cc2)C(=O)CCC(=O)Nc2nccs2)cc1
  -3, -13, 6, 1, 13, -1, -9, i, -1, 1
Cc1cccc(OCC(=O)Nc2ccc3c(C)cc(=O)oc3c2)c1
  0, 6, -20, -10, 13, 0, -3, i, 0, -1
COc1ccc(C)cc1-n1nnnc1SCC(=O)NC(=O)NCc1ccco1
  0, 1, 4, -6, 6, 9, 9, i, 2, -3
O=C(CN1CC(=O)Oc2ccccc21)OCC(=O)c1ccccc1
  0, u, 0, 9, 52, x, 38, i, 6, 0
Cc1ccc(C(=O)N/C(=C\c2cn(S(=O)(=O)N(C)C)c3ccccc23)C(=O)NCCN2CCOCC2)cc1
  x, 36, x, 0, 1, -1, 9, i, -1, -3
CN1C(=S)SC(N2OC3C(=O)N(c4ccccc4)C(=O)C3C2c2ccc(Cl)cc2)C1(C)C (centres undefined)
  1, 0, 1, -7, 16, -9, -4, i, -3, 0
CCCN1C(=O)/C(=C/c2c(NCCCOC(C)C)nc3c(C)cccn3c2=O)SC1=S
  -1, 33, -9, 5, 1, 4, 8, i, -1, -1
Cc1cccc(N(C(=O)CNC(=O)c2ccco2)C(C(=O)NC2CCCC2)c2ccncc2)c1C (centres undefined)
  -2, 6, -7, 0, x, -10, 0, i, 2, x
Nc1nc(CSc2nnc(-c3cccc(F)c3)n2-c2ccccc2)nc(N2CCOCC2)n1
  -3, 14, -8, -6, 19, -5, -1, i, -2, -2
CC(C)C(=O)Nc1nnc(SCC(=O)N2c3ccccc3CC2C)s1 (centres undefined)
  -1, -1, -8, 0, 14, 3, 5, i, -2, 2
Cc1cc(C)c(C(=O)/C=C/c2ccco2)c(=O)[nH]1
  -1, -3, 5, -1, 21, -6, -6, i, -2, -2
CC(C)CC(NC(=O)c1ccc(Cl)cc1)C(=O)OCC(=O)c1ccc2c(c1)NC(=O)CO2 (centres undefined)
  -2, -24, -23, 1, 27, 3, -29, i, 2, -1

Continued:
Every second line gives: GSK3 alpha inh, HSF1 activator, HDAC3 inh, Platelet DG rel, AI-2 QS modul, Dyrk1A ADPGlo, HSF1 inh, PolyA inhibitor, HSP90 inh, GSK3beta inhib
Cc1ccc2c(c1)N(CCCC(=O)NCCCN1CCCCC1)C(=O)CO2
  -1, -6, 3, 18, 18, 2, 4, i, -4, 2
O=C(/C=C/c1cccc([N+](=O)[O-])c1)Nc1ccccn1
  1, 19, -12, -6, 45, 1, 5, i, 1, 0
O=C(c1cc2c(=O)n3ccccc3nc2s1)N1CCc2ccccc2C1
  x, 3, x, -1, 52, x, -1, i, 0, 0
COc1cccc(NC(=O)CSCC(=O)O)c1
  -5, -18, 6, 5, 15, 7, -12, i, 2, -4
CCN(C(=O)c1ccc(S(=O)(=O)N2CCC(C)CC2)cc1)C1CCS(=O)(=O)C1 (centres undefined)
  -2, -2, 0, 1, -8, 0, -2, i, x, -1
Nn1c(SCC(=O)NC(=O)NC2CCCC2)nnc1-c1ccccc1F
  -5, -19, -2, 0, 20, x, -1, i, 1, -3
Cc1ccc(N2CCN(S(=O)(=O)c3ccc(C)cc3)CC2)cc1
  0, -24, 0, 5, 5, -2, -11, i, 3, 1
Cc1ccc(CSc2nncn2-c2ccccn2)cc1
  0, -7, -1, 1, 7, 1, 1, x, -2, 1
CC(=O)NC1=C(N(C)C2CCS(=O)(=O)C2)C(=O)c2ccccc2C1=O (centres undefined)
  0, 13, -1, -3, 37, 1, -1, i, 0, -3
O=C(O)c1cccc(-n2cccc2/C=C2\NC(=O)N(Cc3ccc(F)cc3)C2=O)c1
  0, -16, -4, 4, 24, 0, -7, i, -3, 1

Source: PubChem
